Source: PubChem (The Scripps Research Institute Molecular Screening Center)
TEAD-YAP inh: TEAD-YAP interaction inhibition, primary screen, TEAD-YAP interaction inhibitor project, luminescence, HEK-TIYL cells; inhibition, % at 9.12 µM; 640,000 compounds, 1.4% hits; TEAD-Gal4/YAP UAS-luciferase luminescence; in the data active means inhibition above about 32%;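 further: 0% = median of test compound wells and 100% = reference inhibitor wells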
FBW7 act: FBW7 E3 ligase activators, primary screen, biochemical, AlphaScreen, human. F-box/WD repeat-containing protein 7 (Homo sapiens), Q969H0. AlphaScreen FBW7–phospho-cyclin E peptide binding, activator screen. normalized activity (activation), % at 26.1 µM. 650,000 compounds, 0.13% hits; in the data active means normalized activity above about 1.9%;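 further: purified mutant Fbw7 with reduced substrate affinity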
Target sequence (Q969H0 whole entry, looked up): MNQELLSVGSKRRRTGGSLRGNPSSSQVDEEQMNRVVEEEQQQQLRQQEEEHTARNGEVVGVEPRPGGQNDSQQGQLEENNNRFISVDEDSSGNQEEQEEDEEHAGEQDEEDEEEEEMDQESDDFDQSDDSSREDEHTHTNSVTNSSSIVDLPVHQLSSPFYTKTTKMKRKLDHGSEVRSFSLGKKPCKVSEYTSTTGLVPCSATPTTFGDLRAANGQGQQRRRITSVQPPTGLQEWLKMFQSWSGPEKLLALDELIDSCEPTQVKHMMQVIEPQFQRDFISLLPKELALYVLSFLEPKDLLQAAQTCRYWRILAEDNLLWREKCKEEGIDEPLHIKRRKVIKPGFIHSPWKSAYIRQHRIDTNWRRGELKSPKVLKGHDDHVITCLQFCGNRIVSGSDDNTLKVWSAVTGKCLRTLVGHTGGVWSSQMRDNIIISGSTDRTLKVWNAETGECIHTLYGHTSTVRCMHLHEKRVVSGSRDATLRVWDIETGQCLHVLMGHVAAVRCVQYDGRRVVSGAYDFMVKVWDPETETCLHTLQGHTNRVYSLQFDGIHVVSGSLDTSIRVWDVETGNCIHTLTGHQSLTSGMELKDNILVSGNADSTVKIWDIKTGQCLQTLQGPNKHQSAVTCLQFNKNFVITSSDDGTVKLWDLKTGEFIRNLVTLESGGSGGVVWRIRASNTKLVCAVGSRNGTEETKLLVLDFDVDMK
MITF primary: MITF inhibitors, primary screen, biochemical, AlphaScreen, human | inhibition, % at 2.6 µM | 650,000 compounds, 0.91% hits | AlphaScreen MITF homodimerization, bead proximity signal | Microphthalmia-associated transcription factor (Homo sapiens), O75030; in the data active means inhibition above about 50%;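 further: 0% = vehicle wells with protein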
GPR151 ag: activators of human GPR151, primary screen, cell-based, PathHunter beta-arrestin, luminescence | activation, % at 11.2 µM | AID 1508602, 2020 | 650,000 compounds, 1% hits | PathHunter beta-arrestin GPR151 cells; in the data active means activation above about 4.9%;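 further: 0% = median of compound wells and 100% = cells with positive control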
Target sequence (Q8TDV0 whole entry, looked up): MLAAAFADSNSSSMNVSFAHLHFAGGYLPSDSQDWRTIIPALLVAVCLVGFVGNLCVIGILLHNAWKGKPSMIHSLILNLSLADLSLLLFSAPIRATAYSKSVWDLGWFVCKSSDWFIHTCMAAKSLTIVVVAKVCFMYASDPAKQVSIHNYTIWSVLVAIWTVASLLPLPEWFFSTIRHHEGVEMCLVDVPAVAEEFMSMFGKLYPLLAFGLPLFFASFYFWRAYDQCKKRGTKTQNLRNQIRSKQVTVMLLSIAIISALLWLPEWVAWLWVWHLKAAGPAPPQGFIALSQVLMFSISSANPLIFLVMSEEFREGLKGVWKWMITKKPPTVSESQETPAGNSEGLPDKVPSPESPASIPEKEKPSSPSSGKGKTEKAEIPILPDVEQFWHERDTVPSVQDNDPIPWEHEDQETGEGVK
* hit, by the source's call; & = joins results of further samples.

Screening CCOC(=O)Cc1csc(NC(=O)COc2cc(C)cc(C)c2)n1 returned TEAD-YAP inh 8, FBW7 act 0.1, MITF primary 9 and GPR151 ag -0.5.
For CC(=O)c1ccc(N2CCN(C(=O)c3cc4c(C)nc5ccccc5c4o3)CC2)cc1 the results were TEAD-YAP inh 1, FBW7 act 0.1, MITF primary -6 and GPR151 ag 3.5.
O=C(O)CCCC[C@@H]1SC[C@@H]2NC(=O)N[C@@H]21 was read as FBW7 act -0.6, MITF primary 122* and GPR151 ag -0.2.
O=C(CN1C(=O)NC2(CCCC2)C1=O)NCc1ccc(F)cc1 was read as TEAD-YAP inh -1, FBW7 act 0.2, MITF primary 7 and GPR151 ag -0.2.
Screening CCC(/C=N/Nc1nc(C)cc(C)n1)CC returned TEAD-YAP inh -7, FBW7 act -0.1, MITF primary 0 and GPR151 ag 0.9.
O=CN1CCN(CC(O)Cn2c3ccccc3c3ccccc32)CC1 (stereo not given) was read as TEAD-YAP inh 7, FBW7 act 0.1, MITF primary -12 and GPR151 ag -0.7.
O=C(NC1CCCCC1)c1nn2c(C(F)(F)F)cc(-c3ccco3)nc2c1Br was read as TEAD-YAP inh -1, FBW7 act 0.1, MITF primary 1 and GPR151 ag -0.2.
Screening Cc1cn2c3c(=O)n(C)c(=O)n(C)c3nc2n1CCCN1CCc2ccccc2C1 returned TEAD-YAP inh 2, FBW7 act 0.5, MITF primary 7 and GPR151 ag -2.5.
`CC(C)N(C(=O)CSc1nc(N)cc(=O)[nH]1)C(C)C` gave TEAD-YAP inh -1, FBW7 act 0.7, MITF primary 20 and GPR151 ag -0.7.
For COc1ccc(C(=O)NCC(=O)Nc2ccccc2)cc1OC the results were TEAD-YAP inh 2, FBW7 act 0.0, MITF primary 0 and GPR151 ag 2.3.
`O=C(NCCCc1ccncc1)C1CC12CCN(C(=O)Cc1ccc3ccccc3c1)CC2` (stereo not given) gave TEAD-YAP inh 16, FBW7 act -0.1, MITF primary 5 and GPR151 ag 0.3.
`Cc1cc(S(=O)(=O)NCCOC23CC4CC(CC(C4)C2)C3)ccc1Cl` gave TEAD-YAP inh -1, FBW7 act 0.1, MITF primary 24 and GPR151 ag -0.6.
`CC(=O)c1ccc(-c2nc(-c3ccc(Cl)cc3)cnc2N)cc1` gave TEAD-YAP inh 4, FBW7 act 0.5, MITF primary 29 and GPR151 ag 0.8.
`CCC(C)CC(=O)N1CCc2c(C(=O)OC)c(OCCCN(C)C)cc(=O)n2CC1` (stereo not given) gave TEAD-YAP inh -9, FBW7 act 0.0, MITF primary -1 and GPR151 ag 0.8.
`Nc1nnc(SCC(=O)Nc2cccc(Br)c2)s1` gave TEAD-YAP inh -12, FBW7 act 0.0, MITF primary -5 and GPR151 ag 0.7.
Screening COc1ccc(/C=N/Nc2cc(N3CCOCC3)nc(C)n2)c(OC)c1 returned TEAD-YAP inh 2, FBW7 act 0.1, MITF primary 16 and GPR151 ag -1.3.
`COc1ccc(CNC(=O)C(=O)NCCCN2CCOCC2)cc1` gave TEAD-YAP inh -6, FBW7 act -0.1, MITF primary 0 and GPR151 ag 1.1.
For CC(C)NCCn1c(-c2ccc(Br)cc2)cn2c3ccccc3nc12 the results were TEAD-YAP inh -22, FBW7 act 0.5, MITF primary -10 and GPR151 ag -0.1.
Cc1nc2ccccc2c(=O)n1NCc1cccs1 was read as TEAD-YAP inh -5, FBW7 act 0.5, MITF primary -1 and GPR151 ag 0.3.
Screening CCOc1ccccc1NC(=O)c1c(NCc2cccc(F)c2)sc2c1CCC2 returned TEAD-YAP inh -1, FBW7 act 0.2, MITF primary -8 and GPR151 ag 0.9.
Screening CC(=O)N1CCC(N2CCN(Cc3ccc(F)cc3)C(CCO)C2)CC1 (stereo not given) returned TEAD-YAP inh -4, FBW7 act 0.1, MITF primary -2 and GPR151 ag 0.6.
Screening COCC(=O)NCCNc1nc2cc3c(cc2cc1C#N)OCO3 returned TEAD-YAP inh -1, FBW7 act -0.1, MITF primary -14 and GPR151 ag -1.0.
COc1cccc(C(=O)NCCCc2ccccc2)c1OC was read as TEAD-YAP inh -28, FBW7 act 0.1, MITF primary 20 and GPR151 ag -0.3.
O=C(COc1ccccc1)Nc1ccc(-c2nc3ccccc3c(=O)o2)cc1 was read as TEAD-YAP inh -6, FBW7 act 0.0, MITF primary 1 and GPR151 ag -0.4.
Screening CC1=C(C(=O)Nc2ccc(C)cc2)C(c2ccco2)n2c(nc3ccccc32)N1 (stereo not given) returned TEAD-YAP inh 1, FBW7 act 0.8, MITF primary -10 and GPR151 ag -1.8.
COCCCNC(=O)CNC(=S)N(Cc1ccccc1F)C1CCCCC1 was read as TEAD-YAP inh -1, FBW7 act -0.1, MITF primary -3 and GPR151 ag -0.6.
`CCCN(CC(=O)Nc1ccc(F)c(F)c1F)C(=O)c1cc2ccccc2o1` gave TEAD-YAP inh -35, FBW7 act 0.3, MITF primary 7 and GPR151 ag -0.9.
Cc1ccc(-c2c(NCc3ccccn3)c(=O)c2=O)cc1C was read as TEAD-YAP inh 3, FBW7 act 0.0, MITF primary 5 and GPR151 ag 1.6.
CC1CS(=O)(=O)CCN1/N=C/c1ccc([N+](=O)[O-])o1 (stereo not given) was read as FBW7 act -0.2, MITF primary -5 and GPR151 ag -1.5&-0.8.
Screening COc1ccc(Oc2nc3c(C)cccn3c(=O)c2/C=C(\C#N)C(=O)N2CCCCC2)cc1 returned TEAD-YAP inh 4, FBW7 act -0.1, MITF primary 6 and GPR151 ag 0.8.
For Cc1cc(OC(=O)/C=C/c2ccc3c(c2)OCO3)c([N+](=O)[O-])c(=O)[nH]1 the results were TEAD-YAP inh 0, FBW7 act 0.1, MITF primary -6 and GPR151 ag 4.2.
Screening COc1ccc(Br)cc1C1CC(=O)N2CN(C)CSC2=C1C#N (stereo not given) returned TEAD-YAP inh -1, FBW7 act -0.2, MITF primary -4 and GPR151 ag 2.2.
Screening c1cnc(N2CCC(c3c[nH]c4ccccc34)CC2)nc1 returned TEAD-YAP inh -4, FBW7 act 0.0, MITF primary 0 and GPR151 ag 1.1.
For CCCOc1ccc(-c2nn(-c3ccccc3)cc2/C=c2\sc3nc(-c4ccc(C)cc4)nn3c2=O)cc1C the results were TEAD-YAP inh 15, FBW7 act 0.1, MITF primary 5 and GPR151 ag 2.5.
For COc1ccc(N2CCN(C3CCCN(C(=O)c4ccc5nccnc5c4)C3)CC2)cc1 (stereo not given) the results were TEAD-YAP inh 5, FBW7 act 0.1, MITF primary 12 and GPR151 ag 0.9.
Screening O=C(CN1CCOCC1)Nc1ccccc1F returned TEAD-YAP inh 3, FBW7 act 0.0, MITF primary 4 and GPR151 ag 3.3.
Cc1ccc(CNC(=O)C(CC(C)C)N2Cc3ccccc3C2=O)cc1 (stereo not given) was read as TEAD-YAP inh 8, FBW7 act 0.0, MITF primary -4 and GPR151 ag -0.3.
CCCCSc1nnc2c(n1)OC(c1cc(C)ccc1C)Nc1ccccc1-2 (stereo not given) was read as TEAD-YAP inh -6, FBW7 act 0.0, MITF primary -4 and GPR151 ag -1.7.
`COc1ccccc1Oc1ccc(N2C(=O)C3C4C=CC(C5CC45)C3C2=O)cc1` (stereo not given) gave TEAD-YAP inh 14, FBW7 act 0.0, MITF primary -2 and GPR151 ag 1.2.
For CCOc1cccc(C(Nc2ccccn2)c2ccc3ccc(C)nc3c2O)c1O (stereo not given) the results were TEAD-YAP inh -1, FBW7 act -0.1, MITF primary 4 and GPR151 ag -0.1.
For Cc1ccc(OCC(=O)NNC(=O)C(=O)NC(C)(C)C)cc1 the results were TEAD-YAP inh 4, FBW7 act 0.3, MITF primary 5 and GPR151 ag 0.5.
`CCCCCCSC1=C(C#N)C(c2ccco2)C(C(=O)Nc2ccccc2OC)=C(C)N1` (stereo not given) gave TEAD-YAP inh -2, FBW7 act 0.1, MITF primary -3 and GPR151 ag -0.8.
For O=C(CCn1nc(-c2ccccc2)c2ccccc2c1=O)Nc1ccc(F)cc1 the results were TEAD-YAP inh -5, FBW7 act -0.2, MITF primary -6 and GPR151 ag -0.4.
`CN1CCN(S(=O)(=O)c2ccc(Oc3ccccc3Cl)cc2)CC1` gave TEAD-YAP inh 0, FBW7 act -0.3, MITF primary -15 and GPR151 ag -0.6.
For O=C(CSCC(=O)N1CCCC1)Nc1nc(-c2ccccc2)cs1 the results were TEAD-YAP inh -20, FBW7 act 0.0, MITF primary -10 and GPR151 ag 2.5.

An excerpt from above in order of molecular weight, high to low.
`CCCCCCSC1=C(C#N)C(c2ccco2)C(C(=O)Nc2ccccc2OC)=C(C)N1` (stereo not given) gave TEAD-YAP inh -2, FBW7 act 0.1, MITF primary -3 and GPR151 ag -0.8.
Screening COc1ccc(Oc2nc3c(C)cccn3c(=O)c2/C=C(\C#N)C(=O)N2CCCCC2)cc1 returned TEAD-YAP inh 4, FBW7 act -0.1, MITF primary 6 and GPR151 ag 0.8.
For COc1ccc(N2CCN(C3CCCN(C(=O)c4ccc5nccnc5c4)C3)CC2)cc1 (stereo not given) the results were TEAD-YAP inh 5, FBW7 act 0.1, MITF primary 12 and GPR151 ag 0.9.
Screening COc1ccc(Br)cc1C1CC(=O)N2CN(C)CSC2=C1C#N (stereo not given) returned TEAD-YAP inh -1, FBW7 act -0.2, MITF primary -4 and GPR151 ag 2.2.
`COc1ccc(CNC(=O)C(=O)NCCCN2CCOCC2)cc1` gave TEAD-YAP inh -6, FBW7 act -0.1, MITF primary 0 and GPR151 ag 1.1.
COc1cccc(C(=O)NCCCc2ccccc2)c1OC was read as TEAD-YAP inh -28, FBW7 act 0.1, MITF primary 20 and GPR151 ag -0.3.

Among those listed so far, 2 contain two or more sulfur atoms.
`Nc1nnc(SCC(=O)Nc2cccc(Br)c2)s1` gave TEAD-YAP inh -12, FBW7 act 0.0, MITF primary -5 and GPR151 ag 0.7.
For O=C(CSCC(=O)N1CCCC1)Nc1nc(-c2ccccc2)cs1 the results were TEAD-YAP inh -20, FBW7 act 0.0, MITF primary -10 and GPR151 ag 2.5.

Random excerpt: two compounds from above, in no set order.
For O=C(CCn1nc(-c2ccccc2)c2ccccc2c1=O)Nc1ccc(F)cc1 the results were TEAD-YAP inh -5, FBW7 act -0.2, MITF primary -6 and GPR151 ag -0.4.
`COc1ccccc1Oc1ccc(N2C(=O)C3C4C=CC(C5CC45)C3C2=O)cc1` (stereo not given) gave TEAD-YAP inh 14, FBW7 act 0.0, MITF primary -2 and GPR151 ag 1.2.

Continued:
For COc1ccccc1CNC(=O)c1sc2nc(C)nc(N3CCN(C)CC3)c2c1C the results were TEAD-YAP inh 9, FBW7 act 0.1, MITF primary 12 and GPR151 ag -0.8.
For Cc1ccc2oc3c(c(=O)c2c1)C(c1ccc(O)cc1)N(CCCN(C)C)C3=O (stereo not given) the results were TEAD-YAP inh -7, FBW7 act 0.0, MITF primary -16 and GPR151 ag 0.2.
`N#Cc1ccccc1C(C(N)=O)(c1ccccc1)C(C(N)=O)(c1ccccc1)c1ccccc1C#N` (stereo not given) gave TEAD-YAP inh 3, FBW7 act 0.0, MITF primary 6 and GPR151 ag 0.6.
Screening CSc1sc(C)cc1C1C(C(=O)Nc2ccc(F)cc2)=C(C)NC2=C1C(=O)CC(C)(C)C2 (stereo not given) returned TEAD-YAP inh -13, FBW7 act 0.0, MITF primary -19 and GPR151 ag 2.1.
For CC(=O)C1=C(O)C(=O)N(c2cccc(C(=O)O)c2)C1c1ccc(F)cc1 (stereo not given) the results were TEAD-YAP inh -3, FBW7 act 0.0, MITF primary 11 and GPR151 ag -1.1.
CN(C)c1ccc(NC(=O)c2ccccc2F)cc1 was read as TEAD-YAP inh 16, FBW7 act 0.0, MITF primary 8 and GPR151 ag -6.9.
For CCOC(=O)c1ccc(CN(Cc2ccc(F)cc2)S(=O)(=O)c2ccc(F)cc2)cc1 the results were TEAD-YAP inh -22, FBW7 act 0.0, MITF primary 0 and GPR151 ag -0.4.
For Cc1c(C(=O)Nc2ccc(Oc3ccccc3)cc2)sc2ncnc(N3CCN(c4ccccc4)CC3)c12 the results were TEAD-YAP inh -4, FBW7 act -0.2, MITF primary 7 and GPR151 ag 0.0.
For COc1ccc(CC(=O)Nc2ccccc2C(=O)Nc2ccccc2)cc1 the results were TEAD-YAP inh -2, FBW7 act 0.0, MITF primary -3 and GPR151 ag -0.8.
`O=c1[nH]c2cc([N+](=O)[O-])ccc2nc1Cc1cccc([N+](=O)[O-])c1` gave TEAD-YAP inh 14, FBW7 act 0.0, MITF primary 2 and GPR151 ag 2.8.
`O=C1CC(NCc2ccc3c(c2)OCO3)C(=O)N1c1cc(Cl)cc(Cl)c1` (stereo not given) gave TEAD-YAP inh 1, FBW7 act 0.0, MITF primary 8 and GPR151 ag -0.3.
For C/C(=N\NC(=O)c1ccc(C)cc1)c1ccc(Cl)cc1 the results were TEAD-YAP inh -11, FBW7 act 0.0, MITF primary -1 and GPR151 ag 1.3.
Screening c1ccc(C2=Nc3ccccc3NC(c3ccccc3)C2)cc1 (stereo not given) returned TEAD-YAP inh -36, FBW7 act 1.0, MITF primary 21 and GPR151 ag -1.8.
For O=C1N[C@@H](Cc2ccccc2)C(=O)N2CCN(Cc3ccc(CN4CCCCC4)s3)C[C@H]12 the results were TEAD-YAP inh -4, FBW7 act -0.2, MITF primary 17 and GPR151 ag 0.4.
c1ccc(Nc2nc(-c3csc4ccccc34)nc3c2ncn3C2CCCCC2)cc1 was read as TEAD-YAP inh 5, FBW7 act 0.0, MITF primary 4 and GPR151 ag 4.4.

Rows are unselected; any-hit rate near 3.4%.
